Bioassay records as filed in PubChem BioAssay.
mIDH1 inhibitor – inhibitors of human mutant IDH1 R132H; O75874; IDH1-R132H enzyme, NADPH consumption, diaphorase/resazurin fluorescence; Potency, µM (doses to about 76.6 µM), for the others: at the top dose activity change, negative = inhibition, hits mostly inhibitors; 390,000 tested, 0.093% active; also: potency is read from the fitted curve at half-maximal effect; % is scaled to controls: 0 for no effect and ±100 for the full control effect; nearly all actives have a fitted effect of over 65% in size
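IDH1-R132H (0.5 ug/mL dispensed) in pH 7.5 Tris buffer was preincubated 30 min with compound, then given a substrate mix of 0.016 mM NADPH and 2 mM alpha-KG for 80 min at room temperature; remaining NADPH was read by diaphorase/resazurin fluorescence.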
D2 antagonist – D2 dopamine receptor (human) antagonism; P14416; HEK293 TREx D2 cells, calcium flux, dopamine EC80; inhibition, % at 10 µM; 340,000 tested, 2% active; in the data active = inhibition above about 30%; also: 0% is about no effect
Target sequence (P14416 whole entry, looked up): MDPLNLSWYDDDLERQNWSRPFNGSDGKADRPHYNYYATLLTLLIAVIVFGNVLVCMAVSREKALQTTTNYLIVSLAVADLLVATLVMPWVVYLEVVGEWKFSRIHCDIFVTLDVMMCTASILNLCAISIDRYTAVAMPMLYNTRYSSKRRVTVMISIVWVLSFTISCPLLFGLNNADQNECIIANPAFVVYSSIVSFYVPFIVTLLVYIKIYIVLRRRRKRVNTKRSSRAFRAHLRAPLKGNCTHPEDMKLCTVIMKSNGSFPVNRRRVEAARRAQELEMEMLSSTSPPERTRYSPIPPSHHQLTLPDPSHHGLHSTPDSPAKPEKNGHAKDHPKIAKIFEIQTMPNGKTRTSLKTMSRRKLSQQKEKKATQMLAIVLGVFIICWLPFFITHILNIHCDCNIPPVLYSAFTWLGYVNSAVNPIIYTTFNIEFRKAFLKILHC
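Antagonism is scored as inhibition of an EC80 dopamine-evoked calcium signal in a force-coupled, tetracycline-inducible HEK293 T-REx D2 line, with compound present 180 s before agonist.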
TrxR1 inh – blocks rat thioredoxin reductase 1; Potency, µM (doses to about 114 µM), without a hit: top-dose activity change, negative = inhibition, hits mostly inhibitors; O89049; recombinant rTrxR1, NADPH fluorescence consumption, selenite substrate; 390,000 tested, 1% active; AID 588453; also: potency is read from the fitted curve at half-maximal effect; % is scaled to controls: 0 for no effect and ±100 for the full control effect; nearly all actives have a fitted effect of over 65% in size
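Rat TrxR1 (90 nM in the dispensed reagent) was pre-reduced with 400 uM NADPH for 5 min at room temperature, then incubated with compound for 15 min. After 400 uM selenite was added, NADPH fluorescence (Ex 340/Em 450 nm) was followed for 8 min.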
D2 agonist – D2 dopamine receptor (human) agonism; HEK293 T-REx D2 cells, calcium flux agonist mode; activation, % at 2 µM; 340,000 tested, 0.53% active;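 active = activation over 3 SD above normal in the single-dose calcium agonist read, cut at about 30% in these data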; also: 0% is about no effect
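Calcium-flux readout, 1 cycle/sec over 180 s following compound pin transfer, in inducible HEK293 Trex D2 cells (force-coupled); dopamine controls included. Positive calcium responses during this window marked compounds as potential agonists.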
PI4K2A block – PI4K2A (human) kinase inhibition. purified PI4K2A, ADP-Glo luminescence, 1 h; hits give low values. activity change, negative = inhibition, % at 76.9 µM. 420,000 tested, 0.13% active. AID 1346378; in the data active = activity change below about -50%; inconclusive = mostly about -30% to -49%;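 also: -100% = wells without enzyme as full effect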
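In this quantitative HTS, ADP production by PI4K2A was quantified luminescently after 1 h at ambient temperature; 100 microM adenosine served as plate-quality control.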
USP1-UAF1 inh – USP1/UAF1 (human) deubiquitinase inhibition; 390,000 tested, 0.23% active; recombinant USP1/UAF1, Ub-Rhodamine cleavage fluorescence; Potency, µM (titrated, usually from 57.1 µM), for the others: top-dose activity change, negative = inhibition, usual class: inhibitors; O94782; also: potency is read from the fitted curve at half-maximal effect; % is scaled to controls: 0 for no effect and ±100 for the full control effect; nearly all actives have a fitted effect of over 60% in size; inactives centre near -12
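USP1/UAF1 complex at 1 nM was preincubated with compound for 15 min at room temperature, then Ub-Rho substrate (150nM final) was added. Fluorescence (480/540 nm) was read kinetically, 6 reads every 60 seconds.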
TRHR ag – agonists of human TRH receptor | P34981 | TRHR cells, calcium flux fluo-8, FDSS agonist mode | activation, % at 2 µM | 360,000 tested, 0.18% active; in the data active = activation above about 30%; also: 0% is about no effect
Target sequence (P34981 whole entry, looked up): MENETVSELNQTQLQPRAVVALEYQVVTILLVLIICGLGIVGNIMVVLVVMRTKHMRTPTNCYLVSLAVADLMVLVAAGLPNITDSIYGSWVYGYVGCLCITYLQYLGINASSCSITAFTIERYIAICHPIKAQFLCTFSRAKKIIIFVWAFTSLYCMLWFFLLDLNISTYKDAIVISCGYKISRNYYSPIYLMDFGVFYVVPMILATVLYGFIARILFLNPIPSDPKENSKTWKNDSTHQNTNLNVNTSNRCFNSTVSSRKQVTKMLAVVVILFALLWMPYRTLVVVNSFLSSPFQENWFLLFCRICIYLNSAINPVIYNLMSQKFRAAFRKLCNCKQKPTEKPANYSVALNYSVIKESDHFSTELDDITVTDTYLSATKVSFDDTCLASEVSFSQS
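TRHR-expressing cells, plated overnight in medium with 10% serum, were loaded with fluo-8 calcium dye at room temperature. After a 10 s baseline, library compound was pin-added and calcium release was recorded kinetically (ex 480/em 530) as agonist response.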
TrxR1 substrate – rat thioredoxin reductase 1 substrate activity | O89049 | purified TrxR1 substrate turnover, NADPH consumption readout | Potency, µM (series often up to 114 µM), for the others: top-dose activity change, negative = substrate turnover | 390,000 tested, 0.01% active | AID 588456; also: potency is read from the fitted curve at half-maximal effect; % is scaled to controls: 0 for no effect and ±100 for the full control effect; nearly all actives have a fitted effect of over 50% in size
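Rat TrxR1, dispensed at 90 nM, was prereduced with 400 uM NADPH (final) for 5 min at ~22 deg C, then incubated with compound 15 min before 400 uM selenite. A first-read NADPH fluorescence drop versus no-compound background flagged substrates.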
TRHR enhancer – allosteric enhancers of human TRH receptor; enhancement, % at 2 µM; 360,000 tested, 0.66% active; TRHR cells, fluo-8 calcium fluorescence, EC20 TRH enhancement; P34981; AID 493056; in the data active = enhancement above about 30%; also: 0% is about no effect
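Enhancer read-out: after compound pinning and an initial kinetic agonist-mode read, an EC20 of TRH (10 nM final) was injected and fluo-8 calcium signal (Ex 480/Em 530) followed at 1 s/cycle for 100 cycles in TRHR-expressing cells.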
Starred values were filed as active, the others as inactive; ? = inconclusive; · = no result given; [ ] = another dose, or the depositor's remark. Unless noted, calls follow the shape of the dose curve; as a rule, active = well fitted inhibition curve with a large enough effect; inconclusive = small, poorly fitted or top-dose-only effect; inactive = no such curve, though single readings can be large or run the other way.

SMILES	mIDH1 inhibitor	D2 antagonist	TrxR1 inh	D2 agonist	PI4K2A block	USP1-UAF1 inh	TRHR ag	TrxR1 substrate	TRHR enhancer
CCN(CC)C(=O)c1ccccc1NC(=O)CN1C(=O)c2ccccc2S1(=O)=O	-7%	·	-3%[57.1 µM]	·	0	-1%	0.9	-5%[57.1 µM]	23
COCCNC(=O)CN(C(=O)Cn1nnc2ccccc21)c1cc(C)cc(C)c1	7%	5	13%	0.4	-1	-14%	0.6	4%	10
O=S(=O)(NCc1csc(-c2cccs2)n1)c1cccs1	8%	-5	11%	-1.1	1	-17%	-0.4	8%	-3
Cc1nc(C)c(C(=O)NNS(=O)(=O)c2ccc([N+](=O)[O-])cc2)s1	7%	-17	6%[57.1 µM]	0.8	1	0%	-0.5	6%[57.1 µM]	-4
Cc1ccc2c(c1)C(=O)C(=O)N2Cc1ccccc1	0%	·	20%	·	16	-30%	·	3%	·
CN(C)S(=O)(=O)c1ccc(N2CCCC2)c(C(=O)N2CCN(S(=O)(=O)c3ccccc3F)CC2)c1	0%	3	13%	-0.5	-2	-15%	-0.4	4%	7
CCOC(=O)c1c(C)oc2ccc(O)cc12	3%	-1	5%[57.1 µM]	-0.8	3	-12%	-0.2	-1%[57.1 µM]	5
CC1=NN(C(=O)c2ccc(Br)cc2)C(O)(C(F)(F)OC(F)(F)F)C1 (configuration not stated)	5%	-19	-1%	-0.4	1	-14%	0.4	-9%	-3
CCN(CC)c1ccc(C(=O)NCc2ccc3c(c2)CCN3C(C)=O)cc1	-3%	·	15%[57.1 µM]	-0.1	4	?	-1.0	2%[57.1 µM]	-2
C[C@@H]1CCC[C@H](C)N1NC(=O)c1ccc(Cl)c(S(N)(=O)=O)c1	-11%	14	-16%	1.3	3	-12%	0.5	-8%	-3
O=S(=O)(c1ccc(F)cc1)N1CCc2ccccc21	15%	36*	7%	8.4	-2	-16%	-0.4	3%	-2
O=C(CSc1cn(Cc2ccccc2)c2ccccc12)NCc1ccc(F)cc1	16%	-13	3%[57.1 µM]	0.0	-1	-9%	1.7	7%[57.1 µM]	-2
CCC(C)C(NC(=O)C1CCC(C)CC1)C(=O)NC(CCSC)C(=O)OC (configuration not stated)	-1%	7	4%	-1.1	-5	3%	-0.4	-4%	13
Cc1ccc(C)c(S(=O)(=O)/N=C2\C=C(NS(=O)(=O)c3ccccc3)C(=O)c3ccccc32)c1	21%	-8	-13%	-0.9	-14	16µM*	0.0	-10%	-3
CCOC(=O)NC(NCc1cccc(C(F)(F)F)c1)(C(F)(F)F)C(F)(F)F	0%	-8	-18%	-0.7	1	-16%	-0.8	-16%	-4
CN(CCOc1ccccc1)CC(=O)Nc1cc([N+](=O)[O-])ccc1Cl	11%	-15	6%[57.1 µM]	-0.4	1	-11%	0.2	-2%[57.1 µM]	-1
COc1ccc(NC(=O)Nc2cccc3c2O[C@H](CN(C)S(=O)(=O)c2cn(C)cn2)[C@@H](C)CN([C@H](C)CO)C3=O)cc1	-13%	·	13%[57.1 µM]	·	-2	-32%	·	4%[57.1 µM]	·
CCOC(=O)c1ccc(CC2SC(N)=NC2=O)cc1 (configuration not stated)	-4%	-3	0%[57.1 µM]	-0.6	0	-23%	0.3	-1%[57.1 µM]	-2
CN1CCC(OC(=O)c2ccc(Br)cc2)CC1	2%	·	1%	·	-6	4%	·	-3%	·
C/C(=C\C1CCCCC1)C(NC(=O)c1ccc(C(F)(F)F)cc1)c1ccc(-c2ccccc2)cc1 (configuration not stated)	-4%[38.3 µM]	·	12%	·	-1	-11%	·	0%	·
O=C(Nc1ccc(C(=O)N2CCOCC2)cc1)C1CCCC1	-11%	·	18%	·	-2	-23%	·	0%	·
CCOc1ccccc1NC(=O)CSC1=Nc2ccccc2C2=NC(CC(=O)NCc3ccc4c(c3)OCO4)C(=O)N12 (configuration not stated)	12%	·	2%	0.5	1	-10%	1.5	0%	-3
C=CCn1c(CSc2nc3ccccc3s2)nnc1SCC(=O)NCc1ccccc1	5%	·	18%[57.1 µM]	·	4	-23%	0.2	11%	6
Cc1c(C(=O)NCc2ccccc2)sc2nc[nH]c(=O)c12	1%	·	29%[57.1 µM]	-0.1	1	-9%	0.4	6%[57.1 µM]	1
C[C@H](CO)N1C[C@H](C)[C@@H](CN(C)Cc2ccc(Oc3ccccc3)cc2)Oc2ccc(NC(=O)Cn3cnnn3)cc2C1=O	17%	·	9%[57.1 µM]	·	0	-30%	·	-8%[57.1 µM]	·
CC1CCCCN1C(=O)CN1CCSc2ccccc21 (configuration not stated)	10%	·	18%[57.1 µM]	-0.4	-4	-27%	0.5	5%[57.1 µM]	5
O=C(Cn1ccc2ccccc2c1=O)NCCC(=O)N1CCN(c2cccc(Cl)c2)CC1	1%	-3	-5%	-0.2	4	3%	-2.5	-4%	8
COc1cccc(OC)c1C(=O)OCC(=O)NCC(C)C	-7%	-1	-15%	0.1	16	-14%	1.3	-8%	7
CCc1nnc(NS(=O)(=O)c2ccc(N/C=C\C(=O)c3ccc4ccccc4c3)cc2)s1	?	-6	-20%	-0.2	-5	-18%	0.4	10%	-2
O=S(=O)(c1cccs1)N1CCN(Cc2ccccc2)CC1	9%	1	-3%[57.1 µM]	-2.0	6	-11%	-0.3	3%[57.1 µM]	2

Part of the list above in order of count of non-hydrogen atoms, smallest number first.
SMILES	mIDH1 inhibitor	D2 antagonist	TrxR1 inh	D2 agonist	PI4K2A block	USP1-UAF1 inh	TRHR ag	TrxR1 substrate	TRHR enhancer
CC1CCCCN1C(=O)CN1CCSc2ccccc21 (configuration not stated)	10%	·	18%[57.1 µM]	-0.4	-4	-27%	0.5	5%[57.1 µM]	5
O=S(=O)(c1cccs1)N1CCN(Cc2ccccc2)CC1	9%	1	-3%[57.1 µM]	-2.0	6	-11%	-0.3	3%[57.1 µM]	2
CCc1nnc(NS(=O)(=O)c2ccc(N/C=C\C(=O)c3ccc4ccccc4c3)cc2)s1	?	-6	-20%	-0.2	-5	-18%	0.4	10%	-2

Carrying on.
SMILES	mIDH1 inhibitor	D2 antagonist	TrxR1 inh	D2 agonist	PI4K2A block	USP1-UAF1 inh	TRHR ag	TrxR1 substrate	TRHR enhancer
CC1=C(C(=O)OC(C)C)C(/C=C/c2ccccc2)NC(=O)N1 (configuration not stated)	1%	-18	0%	-1.4	6	-2%	-0.4	2%	15
COc1ccccc1NS(=O)(=O)c1cccc2cccnc12	10%	31*	19%	-0.3	-1	-15%	0.1	-1%	6
CC(C)Cn1c(SCc2cccc(F)c2)nc2ccsc2c1=O	16%	·	-11%	-0.1	8	?	2.8	-11%	21
COc1ccccc1CC(=O)Nc1ccc(C(=O)N2CCCCC2)cc1	0%	-4	-17%	-0.6	-1	-8%	-0.2	-17%	0
Cc1ccc(-c2noc(CN(C)C(=O)Nc3ccc(F)cc3)n2)cc1	6%	-3	19%[57.1 µM]	-0.1	-7	5%	0.2	7%[57.1 µM]	-6
CC(C)CNCC1OCc2ccccc2CO1	-2%	·	9%	·	6	-17%	0.0	-1%	-3
O=C(CN1C(=O)S/C(=C\C=C\c2ccccc2)C1=O)N1CCCCC1	7%	-5	-21%	0.8	2	-8%	0.8	-14%	6
COc1cc2[nH]c(=S)nc(NCc3ccccc3)c2cc1OC	-9%	-4	-4%	-1.1	1	-16%	-0.5	4%	-7
COc1ccccc1C1CCN(C(=O)c2ccco2)CC1	4%	-7	9%[57.1 µM]	0.3	1	-9%	0.0	-6%[57.1 µM]	-1
COc1ccccc1-c1nnc2n1N=C(C)CS2	1%	7	0%	-0.9	-1	-3%	0.1	-2%	3
COc1cc(OC)c(OC)cc1/C=N/NC(=S)NCC1CCCO1 (configuration not stated)	7%	-20	-7%[57.1 µM]	-0.3	2	1%	0.3	11%[57.1 µM]	1
CN(Cc1ccccc1)C(=O)c1ccc(NC(=O)Cc2ccc(NC(=O)C3CCN(C(=O)c4ccccc4)CC3)cc2)cc1	-3%[38.3 µM]	·	4%	·	6	?	·	1%	·
COCCn1c(/C=C/c2ccccc2)nc2ccccc21	22%	-13	19%[57.1 µM]	0.4	0	-8%	-1.9	19%[57.1 µM]	6
CCN(CC(=O)NC(C)C)C(=O)C(CCSC)NC(=O)c1ccccc1OC (configuration not stated)	13%	18	14%	-0.2	-2	-7%	-0.2	6%[57.1 µM]	-5
CC1(c2ccc(OC(F)F)cc2)NC(=O)N(CC(=O)Nc2cccc(F)c2)C1=O (configuration not stated)	-6%	-14	3%	33*	5	?	12	-3%	1
O=C(CCl)NCc1cc(-c2ccc(Cl)cc2)no1	2%	-3	-61%	-0.3	-18	-23%	0.3	10%[57.1 µM]	-2
CC(C)NC(=O)Cn1cnc2c1c(=O)n(C)c(=O)n2C	-7%	16	-1%[57.1 µM]	-0.4	5	3%	1.7	-4%[57.1 µM]	3
O=C(OCN1C(=O)c2ccccc2C1=O)/C(=C\c1ccco1)NC(=O)c1ccccc1	-4%	-9	?	-0.5	-5	-13%	-1.3	-12%	-1
COc1ccccc1C(=O)C1CCCN(C(=O)C2CCCC2)C1 (configuration not stated)	2%	8	45%[activator]	-3.3	-3	-17%	-1.6	9%	-2
C=C1C(=O)O[C@@H]2[C@H]1CC[C@H](C)[C@]1(O)CCC(=O)[C@@]21C	-7%	6	6%	0.1	-2	-14%	0.2	4%	-4
Cc1ccc2c(CN(C)Cc3cccc(F)c3)cc(=O)oc2c1C	0%	-1	-4%	0.1	7	-16%	-0.1	-8%	-1
O=C(NC1CC(=O)N(c2ccc(F)cc2)C1)C1CC1 (configuration not stated)	-7%	·	12%[57.1 µM]	1.0	-2	-23%	0.6	-4%[57.1 µM]	-3
O=C(N/N=C/c1ccc(O)cc1)c1cc(-c2ccc3c(c2)OCO3)n[nH]1	6%	0	-3%	0.3	1	-13%	0.0	1%	7
CN1CCC(N(C)C(=S)NC(=O)C23CC4CC(CC(C4)C2)C3)CC1	3%	9	0%[57.1 µM]	-0.7	3	5%	0.5	8%[57.1 µM]	2
O=C(/C=C/c1ccco1)Nc1ccc(Cl)c(-c2nc3cc(Cl)ccc3o2)c1	-20%	·	-21%	-0.5	-3	-21%	0.2	1%	0
